Source: PubChem BioAssay
Pf growth 48h – inhibits P. falciparum growth in the first generation, 48 h. P. falciparum luciferase growth in erythrocytes, 48 h. Potency, µM (doses to about 28.7 µM), inactives show at the highest dose activity change, negative = inhibition, usual class: inhibitors. actives 5.9% (n = 310,000). AID 504832; further: potency means the concentration at half of the fitted maximal effect; on the % scale 0 is the no-effect control and ±100 the full control effect
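Cell-based growth assay: transgenic P. falciparum expressing firefly luciferase, cultured in red cells within RPMI 1640 containing 0.5% w/v Albumax, 24 mM bicarbonate and gentamycin. A drop in luciferase activity indicates inhibition.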
LmPK inhibitor – LmPK (Leishmania mexicana) enzyme inhibition. actives 0.37% (n = 290,000). Potency, µM (top dose mostly 57.5 µM), for the others: at the top dose activity change, negative = inhibition, actives largely listed as inhibitors. purified LmPK, Kinase-Glo ATP luminescence, 1 h; further: potency means the concentration at half of the fitted maximal effect; on the % scale 0 is the no-effect control and ±100 the full control effect
Target sequence (Q27686 whole entry, looked up): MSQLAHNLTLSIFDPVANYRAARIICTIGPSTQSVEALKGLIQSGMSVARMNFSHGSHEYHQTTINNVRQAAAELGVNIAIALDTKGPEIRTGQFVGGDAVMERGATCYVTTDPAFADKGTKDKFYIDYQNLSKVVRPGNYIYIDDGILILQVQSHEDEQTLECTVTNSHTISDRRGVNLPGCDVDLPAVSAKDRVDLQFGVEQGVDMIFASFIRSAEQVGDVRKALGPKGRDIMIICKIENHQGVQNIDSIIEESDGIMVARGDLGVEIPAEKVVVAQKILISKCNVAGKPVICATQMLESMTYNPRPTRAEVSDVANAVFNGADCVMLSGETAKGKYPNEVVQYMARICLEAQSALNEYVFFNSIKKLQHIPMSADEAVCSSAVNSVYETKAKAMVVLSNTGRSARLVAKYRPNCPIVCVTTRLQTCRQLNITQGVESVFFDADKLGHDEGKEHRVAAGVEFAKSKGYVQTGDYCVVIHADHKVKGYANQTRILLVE
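ATP generated from ADP (0.1 mM) and PEP (0.5 mM) by 0.1 nM LmPK over 1 h at room temperature (pH 7.2 imidazole buffer) was detected by coupled luciferase luminescence. Values were normalized to uninhibited and no-enzyme wells.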
AMA1 RON2 block – disrupts binding of P. falciparum AMA1 to RON2; AlphaScreen AMA1-biotinylated RON2 peptide binding; Potency, µM (top dose mostly 58.2 µM), without a hit: top-dose activity change, negative = inhibition, actives largely listed as inhibitors; actives 0.2% (n = 360,000); AID 720542;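 further: potency means the concentration at half of the fitted maximal effect; 0% = vehicle wells and -100% = peptide control; nearly all actives have a fitted effect of over 45% in size; some results filed as inactive show a strong effect at the top dose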
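AMA1 (3D7) with his tag at 25 nM final met compounds first, then biotinylated RON2 peptide at 25 nM; detection used donor plus acceptor beads, 10 µg/mL apiece, read by AlphaScreen after 30 min at room temperature.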
Shiga toxin inh – inhibitors of Shiga toxin in Vero cells; actives 9.2% (n = 290,000); Vero cells, Shiga toxin protein synthesis inhibition reporter; AID 2315; inhibition, % at 38.7 µM; in the data active means inhibition mostly above about 28%, no sharp cut-off; inactive means mostly below about 43%; further: 0% is about no effect
Pf growth 96h – inhibits malaria parasite growth, 96 h. P. falciparum luciferase reporter growth, 96 h. Potency, µM (series often up to 28.7 µM), for the others: at the top dose activity change, negative = inhibition, usual class: inhibitors. actives 6.9% (n = 320,000). AID 504834; further: potency means the concentration at half of the fitted maximal effect; on the % scale 0 is the no-effect control and ±100 the full control effect
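Two-generation exposure (96 h) targets delayed-death phenotype. Reporter parasites carrying integrated firefly luciferase, in red cells at 2% hematocrit and 0.05% parasitemia final, kept at 37 C, 5% CO2; luminescence loss indicates inhibition.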
TbPYK inhibitor – inhibitors of Trypanosoma brucei pyruvate kinase; TbPYK enzyme, Kinase-Glo Plus ATP luminescence, 45 min; actives 0.12% (n = 410,000); Q57TT1; Potency, µM (series often up to 76.8 µM), for inactives: at the highest dose activity, negative = inhibition, usual class: inhibitors; further: potency means the concentration at half of the fitted maximal effect; on the % scale 0 is the no-effect control and ±100 the full control effect; nearly all actives have a fitted effect of over 50% in size
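ADP (130 uM final) triggers the TbPYK reaction after compound addition; incubation is 45 min at room temperature. Kinase-Glo Plus is then added and luminescence imaged. Normalized data are fitted to concentration-effect curves.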
CHX counter – counter-screen for Shiga toxin inhibitors: cycloheximide protein synthesis inhibition. max response, %. actives 12% (n = 300,000). cell reporter, cycloheximide protein synthesis inhibition counterscreen. AID 2314; in the data active means max response mostly above about 13%, no sharp cut-off; inactive means mostly below about 14%; further: read at 38.3 µM for the half of the compounds with a filed dose; 0% is about no effect
Starred values were filed as active, the others as inactive; ? = inconclusive; · = no result given; & = joins results of further samples; [ ] = dose if it differs, or a comment. Unless noted, the call rests on the fitted dose curve; in most records, active means well fitted curve in the direction sought with a large enough effect; inconclusive means small, poorly fitted or top-dose-only effect, or another doubt; inactive means no such curve, though single readings can be large; an effect the other way counts as inactive or inconclusive. Random draw from the library. About 21% of those tested had a hit in this group.

SMILES	Pf growth 48h	LmPK inhibitor	AMA1 RON2 block	Shiga toxin inh	Pf growth 96h	TbPYK inhibitor	CHX counter
COc1ccc(C(=O)NC2CCCCCC2)cc1S(=O)(=O)Nc1ccc(Br)cc1	?	-3%	-9%	56*	·	-4%	18*
COc1cccc(CN(Cc2cccnc2)S(=O)(=O)c2ccc(-n3cnnn3)c(C)c2)c1OC	12µM*	5%	-7%	-11	·	-5%	4
COC(=O)c1ccccc1NC(=O)c1ccc(COc2ccc(C)c(C)c2)o1	?	1%	6%	28	106%[activator]	-13%	1
COc1ccc(C(=O)Nc2cc3c(cc2C#N)OCO3)cc1S(=O)(=O)N1CCN(C)CC1	19%	-2%	9%	-15	?	2%	-7
CC1=CC(C)(C)C(C(=O)O)C(C(=O)O)C1 (centres undefined)	·	10%	-3%	-8	33%[activator]	-12%	-3
CCOc1cccc(CN2CCN(Cc3ccc(C)o3)C(CCO)C2)c1O (centres undefined)	-10%	-6%	-14%	-2	?	-3%	-2
COc1ccc(OC)c(NC(=O)c2ccccc2SC)c1	7%	8%	1%	-2	·	-6%	5
CCCCCn1c(=O)[nH]c2cc(C(=O)NCCCN3CCCCC3CC)ccc2c1=O (centres undefined)	?	5%	0%	-2	?	-5%	-6
Cc1c([N+](=O)[O-])c([N+](=O)[O-])nn1CC(=O)N1CCCCC1	0%	-4%	-4%[2.32 µM]	-4	1%	-2%	-4
CC(=O)NCCc1ccc(S(=O)(=O)Nc2ccc(NC(=O)c3ccc(F)cc3)cc2)cc1	-16%	-1%	-16%	-3	?	2%	17
Cc1cc(C(=O)NCCCn2ccnc2)sc1-c1ccccc1	?	-1%	2%	0	·	-12%	-2
CC(C)[C@H](NC(=O)c1ccccc1)C(=O)OCC(=O)N1CCCc2ccccc21	-2%	4%	10%	23	-17%	6%	5
CCCC(=O)c1ccc(N2CCOCC2)c(F)c1	47%[activator]	-1%	0%	68*	21%	-3%	38*
Cc1ccc(CC2CC(=O)N(CC(=O)O)C2=O)cc1 (centres undefined)	14%	5%	-4%	1	?	-8%	-4
COc1ccc(OC)c(N/C=C/C(=O)c2ccc(OC)c(OC)c2)c1	?	-2%	-14%	55	?	-3%	15*
CCn1c(SCC(=O)Nc2ccc(N3CCOCC3)c(Cl)c2)nnc1-c1ccc(N)cc1	·	4%	4%	-4	5%	-11%	-1
COc1ccc(S(=O)(=O)N2CCOC23CCN(S(=O)(=O)c2ccccc2)CC3)cc1	?	·	-3%	·	32%[activator]	-1%	·
NC(=O)C1CCN(C(=O)c2cc(S(=O)(=O)N3CCOCC3)c(Cl)cc2Cl)CC1	6%	-4%	-4%	-6	·	-5%	-2
O=C(O)CC/C(=N\NC(=O)c1ccc(F)cc1)c1ccc(Br)cc1	39%[activator]	7%	63%[activator]	58*	17%	6%	35*
CC1=CC(=C(C#N)C#N)C=C(C)N1Cc1ccccc1	?	5%	4%	18	4.7µM*	4%	7
CCn1c(=O)c(C(=O)Nc2ccccc2)c(O)c2ccccc21	0%	-1%	36%[activator]	15	?	-2%	8
COc1cccc(-c2n[nH]c(=S)n2Cc2ccco2)c1	3%	?	56%[activator]	28	54%[activator]	?	-3
O=C(NCCNC(=O)c1ccc([N+](=O)[O-])cc1)c1ccncc1	19%	4%	2%	-1	?	-24%	1
O=C(NC1CC2CCCC(C1)N2C(=S)NCCc1ccccc1)C1CC1 (centres undefined)	-4%	2%	9%	-20	21%	-1%	0
Cc1ccccc1NC(=O)Cc1nc(COC(=O)COc2ccccc2C(C)C)cs1	-18%	·	5%	·	-16%	6%	·

Compound profiles, from the list above.
Shown for `CC(C)[C@H](NC(=O)c1ccccc1)C(=O)OCC(=O)N1CCCc2ccccc21` : Pf growth 48h: -2%; LmPK inhibitor: 4%; AMA1 RON2 block: 10%; Shiga toxin inh: 23; Pf growth 96h: -17%; TbPYK inhibitor: 6%; CHX counter: 5
Shown for `CCOc1cccc(CN2CCN(Cc3ccc(C)o3)C(CCO)C2)c1O` (centres undefined) : Pf growth 48h: -10%; LmPK inhibitor: -6%; AMA1 RON2 block: -14%; Shiga toxin inh: -2; Pf growth 96h: ?; TbPYK inhibitor: -3%; CHX counter: -2

The results go on.
SMILES	Pf growth 48h	LmPK inhibitor	AMA1 RON2 block	Shiga toxin inh	Pf growth 96h	TbPYK inhibitor	CHX counter
CC(C)(C)c1cc(NC(=O)Nc2ccc(Br)cc2Cl)no1	-27%	0%	2%	61*	13µM*	-1%	16*
Cc1ccc(C(=O)Nc2ncccc2S(=O)(=O)c2ccccc2)cc1	61%[activator]	0%	10%	66*	128%[activator]	4%	12*
Cc1nn(-c2ccccc2)c(Cl)c1C(=O)N(C)c1nc(-c2ccc(F)cc2)cs1	22%	0%	·	-6	7.4µM*	·	1
CCN(Cc1ccccc1)C(=O)CSc1ncn[nH]1	9%	3%	17%	-6	?	0%	-3
Clc1ccc(CSc2nncn2-c2ccc3c(c2)OCCO3)cc1	1%	5%	-8%	8	-4%	4%	-3
NC(Cc1ccc(Cl)cc1)C(=O)O (centres undefined)	-11%	·	·	·	-12%	-3%	·
c1ccc2c(OCCCCN3CCCC3)cccc2c1	0%	-6%	?	13	?	-2%	-1
CCOC(=O)c1cccc(NC(=O)CCc2ccccc2)c1	26%	-4%	3%	55	7%[5.75 µM]	0%	16*
CCOC(=O)c1c(C)[nH]c(C)c1C=O	?	-3%	-16%	16	-17%	-19%	6
Cc1ccc(S(=O)(=O)N2CCC(=O)N(C(COC(=O)Nc3ccccc3)Cc3ccccc3)CC2)cc1 (centres undefined)	?	0%	-1%	21&-4	15µM*	1%	11&-1
Nn1c(SCC(=O)NCc2ccc3c(c2)OCO3)nnc1C1CC1	·	2%	10%	-11	-9%	-1%	-2
Cc1cc(N2CCOCC2)nc(SCc2c(Cl)cccc2Cl)n1	1%	3%	-1%	-1	265%[activator]	-10%	1
Cn1c(SCC(=O)N2CCOCC2)nc2c(c1=O)SCC2	36%[activator]	-7%	-7%	-36	2%	0%	-1
Nc1c(S(=O)(=O)c2ccccc2)nnn1-c1ccccc1	13%	-7%	-5%	14	?	-9%	1
CC(O)(CS(=O)(=O)Cc1ccc(Cl)cc1)C(=O)Nc1cccc(C(F)(F)F)c1 (centres undefined)	-10%	-2%	-2%	3	7%	-4%	0
COc1ccc(/C=C(/NC(=O)c2ccc(OC)cc2)C(=O)NCCc2c[nH]c3ccccc23)cc1	?	2%	2%	10	?	5%	-2
CCN1CCN(c2ccc(NC(=O)c3ccc(Cl)c(N4CCCC4=O)c3)cc2)CC1	8%	0%	-11%	3	9%	-3%	-2
Cc1ccc(-c2nc(NC(=O)c3cc(C(C)(C)C)nn3C)sc2C)cc1Cl	1.9µM*	1%	0%	-6	2.1µM*	1%	-1
O=C(N/N=C/c1cccc2ccccc12)c1cccnc1	·	-1%	-2%	39*	12%	-7%	29*
CN(C)c1ncc(C(=O)O)cn1	4%	-1%	0%	-6	·	-16%	-2
CCC(C)C(=O)Nc1cccc(SC)c1 (centres undefined)	36%[activator]	0%	·	56	21%	·	16*
O=c1c2ccccc2nc(-c2ccccc2)n1-c1ccccc1	-13%	-1%	-7%	-3	?	3%	0
COC(=O)c1ccc(NC(=O)CCN2C(=O)C3C4CCC(C4)C3C2=O)cc1 (centres undefined)	25%	4%	-19%	4	?	-10%	9
OC(C#CCN1CCCC1)(c1ccccc1)c1cccnc1 (centres undefined)	?	3%	0%	28	?	2%	-4
COc1cc2ncc(C(=O)c3ccccc3)c(N3CCN(Cc4ccccc4)CC3)c2cc1OC	4.7µM*	0%	-26%	15	?	1%	1
The list continues.
SMILES	Pf growth 48h	LmPK inhibitor	AMA1 RON2 block	Shiga toxin inh	Pf growth 96h	TbPYK inhibitor	CHX counter
CC1(C)C2CCC1(CS(=O)(=O)N1CCCc3ccccc31)C(=O)C2 (centres undefined)	9%	-8%	13%	22	63%[activator]	0%	18*
O=C(C1CCN(Cc2ccc(F)cc2)CC1)N(CCc1ccccc1)Cc1ccccc1	-28%	-1%	?	-15	?	-8%	-4
O=C(CC1C(=O)NCCN1CC1CCCCC1)NCc1ccc(F)cc1 (centres undefined)	16%	1%	-19%	-2	-7%	-3%	-3
O=C(CN(C(=O)c1csnn1)c1cccc(Cl)c1)NC1CCCCC1	-7%	-1%	-7%	-2	?	2%	-7
CC(/C=C/C=C/c1ccccc1)=N/NC(=O)C(O)c1ccccc1 (centres undefined)	5%	2%	61%[activator]	37	-3%	-25%	11
CS(=O)(=O)N(CC(=O)N1CCCC1)c1cc(C(F)(F)F)ccc1Cl	4%	-13%	1%	2	15%	3%	-2
COC(=O)c1nn(-c2ccccc2)c(Sc2ccc(C)cc2)c1/C=N/O	?	0%	-7%	-6	9%	-6%	-2
CCOc1ncccc1C(=O)OCC(=O)N(CC(C)C)c1c(N)n(Cc2ccccc2)c(=O)[nH]c1=O	?	·	11%	·	-13%	1%	·
CCc1sc(NC(=O)CN2CCOCC2)nc1-c1ccccc1	7%	-2%	-1%	-4	·	0%	-2
COC(=O)c1sccc1NC(=O)c1ccc(OC)c([N+](=O)[O-])c1	16%	1%	-2%	-3	-18%	3%	-1
CC(C)(C)C1CCC(N2CCN(c3ccccc3)CC2)CC1 (centres undefined)	-21%	-3%	-19%	3	?	2%	-1
CC(=O)N[C@@H](C)C(=O)N1CCN(S(=O)(=O)c2ccc(Cl)cc2)CC1	0%	-5%	3%	-15	-3%	7%	-4
Nc1nnnn1CC(=O)N/N=C/c1cc([N+](=O)[O-])ccc1Cl	15%	0%	15%	-7	?	-4%	0
CNc1nc2sc3c(c2c(=O)n1C)CC(C)(C)SC3	66%[activator]	-1%	-6%	21	?	-4%	26
CCN(CC)CCCn1c2c(c(SCC(=O)Nc3nc(C)cs3)nc1=O)CCC2	0%	·	1%	·	-2%	2%	·
CCCCCNC(=O)c1cccnc1SCC(=O)Nc1ccccc1OC	?	2%	3%	-18	60%[activator]	-10%	-2
Cn1c(N)c(C(=O)COC(=O)CCC2CCCCC2)c(=O)n(C)c1=O	-23%	-4%	-6%	-10	0%	2%	-1
O=C(c1ccccc1)N1CCN(C(=O)c2nn3c(C(F)(F)F)cc(-c4ccco4)nc3c2Cl)CC1	?	0%	-1%	-11	0%	0%	-4
O=C(Nc1n[nH]c(C2CCCCC2)n1)C1CCCCC1	37%[activator]	-2%	8%	11	?	-5%	2
O=C(NCC(c1ccco1)N1CCN(c2ccccc2F)CC1)OCc1ccccc1 (centres undefined)	?	6%	-1%	28	?	8%	21*
O=C1C(=O)N(CCN2CCOCC2)C(c2ccc(Cl)c(Cl)c2)/C1=C(/O)c1ccc2c(c1)OCO2 (centres undefined)	-24%	-5%	-1%	-18	?	4%	4
CCN(Cc1ccncc1)C(=O)c1cc(COc2c(C)cccc2C)on1	?	-6%	6%	41*	-5%	1%	11*
CC1Cc2ccccc2N1CC(=O)c1c(N)n(Cc2ccccc2)c(=O)n(C)c1=O (centres undefined)	8.3µM*	2%	?	-17	9.3µM*	-7%	0
